Giardia FBPA inh – blocks Giardia fructose-bisphosphate aldolase activity | A8B2U2 | 290,000 compounds, 0.71% hits | purified Giardia FBPA | Potency, µM (titrated, usually from 59.6 µM), without a hit: at the top dose activity, negative = inhibition, hits mostly inhibitors; further: potency means the concentration at half of the fitted maximal effect; on the % scale 0 is the no-effect control and ±100 the full control effect; nearly all actives have a fitted effect of over 55% in size
Target sequence (A8B2U2 whole entry, looked up): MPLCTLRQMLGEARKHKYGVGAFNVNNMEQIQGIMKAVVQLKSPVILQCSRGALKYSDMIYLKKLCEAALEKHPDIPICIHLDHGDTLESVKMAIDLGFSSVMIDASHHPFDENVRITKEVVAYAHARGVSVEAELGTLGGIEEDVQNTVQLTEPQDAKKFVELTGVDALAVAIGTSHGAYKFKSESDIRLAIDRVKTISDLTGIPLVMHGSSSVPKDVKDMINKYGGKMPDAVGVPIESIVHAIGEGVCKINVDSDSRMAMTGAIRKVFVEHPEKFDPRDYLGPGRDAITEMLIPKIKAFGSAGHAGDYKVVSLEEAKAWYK
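40 nM FBPA preincubated 10 min at RT with compound (up to 57.5 uM final), then substrate plus GAPDH/TPI/NAD/arsenate coupling and diaphorase/resazurin added. Fluorescence read after 20 min at RT, 525/598 nm.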
Shiga toxin inh – inhibitors of Shiga toxin in Vero cells | Vero cells, Shiga toxin protein synthesis inhibition reporter | inhibition, % at 38.7 µM | 290,000 compounds, 9.2% hits | AID 2315; in the data active means inhibition mostly above about 28%, no sharp cut-off; inactive means mostly below about 43%; further: 0% is about no effect
Sm TGR inh – S. mansoni TGR enzyme inhibition. Potency, µM (doses to about 114 µM), for the others: at the highest dose activity change, negative = inhibition, actives largely listed as inhibitors. 360,000 compounds, 3% hits. Q962Y6. purified TGR, DTNB reduction, TNB absorbance 405 nm; further: potency means the concentration at half of the fitted maximal effect; on the % scale 0 is the no-effect control and ±100 the full control effect; nearly all actives have a fitted effect of over 60% in size
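TGR 20 nM + NADPH 100 uM (dispensed conc.), cpd preinc 15 min RT; start with NADPH (500 uM addition) then DTNB (15 mM addition). Kinetic TNB absorbance, 405 nm filter. Four-parameter Hill fit across titration.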
CHX counter – counter-screen for Shiga toxin inhibitors: cycloheximide protein synthesis inhibition; cell reporter, cycloheximide protein synthesis inhibition counterscreen; max response, %; 300,000 compounds, 12% hits; in the data active means max response mostly above about 13%, no sharp cut-off; inactive means mostly below about 14%; further: read at 38.3 µM for the half of the compounds with a filed dose; 0% is about no effect
Pf growth 48h – P. falciparum growth inhibition at 48 hours (one generation) | 310,000 compounds, 5.9% hits | Potency, µM (highest dose often 28.7 µM), inactives show at the top dose activity change, negative = inhibition, actives largely listed as inhibitors | AID 504832 | P. falciparum luciferase growth in erythrocytes, 48 h; further: potency means the concentration at half of the fitted maximal effect; on the % scale 0 is the no-effect control and ±100 the full control effect
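First compound was added to culture medium, then infected red cells at 0.1% parasitemia and 2% hematocrit (final). After incubation at 37 C under 5% CO2, luciferase detection reagent was dispensed and light output recorded.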
Pf growth 96h – P. falciparum growth inhibition at 96 hour, primary screen for plastid delayed-death inhibitors; 320,000 compounds, 6.9% hits; P. falciparum luciferase reporter growth, 96 h; Potency, µM (titrated, usually from 28.7 µM), for inactives: top-dose activity change, negative = inhibition, hits mostly inhibitors; AID 504834; further: potency means the concentration at half of the fitted maximal effect; on the % scale 0 is the no-effect control and ±100 the full control effect
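96 h incubation, 37 C, 5% CO2, of luciferase-reporter P. falciparum-infected RBCs (2% hematocrit, 0.05% parasitemia final) with test compounds; endpoint luminescence.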
* hit, by the source's call; ? = inconclusive; . = not tested or not shown; & = joins results of further samples; [ ] = another dose, or the depositor's remark. Unless noted, the call rests on the fitted dose curve; in most records, active means well fitted curve in the direction sought with a large enough effect; inconclusive means small, poorly fitted or top-dose-only effect, or another doubt; inactive means no such curve, though single readings can be large; an effect the other way counts as inactive or inconclusive. No enrichment for hits; overall some 24% were active at least once.

SMILES | Giardia FBPA inh | Shiga toxin inh | Sm TGR inh | CHX counter | Pf growth 48h | Pf growth 96h
COc1ccc(C(=O)Nc2ccnn2C2CCN(C3CCC3)CC2)cc1 | . | -10 | -2% | 5 | -1% | -5%
O=C(O)c1cccc(C(=O)Cc2ccccc2)c1 | 1% | 19 | -23% | 7 | 1% | -5%
CNCCCOc1ccc(C(C)(C)c2ccccc2)cc1 | ? | 11 | -19% | 19 | . | 9.3µM*
CC1CCCN(C(=S)Nc2ccc(F)cc2)C1 (stereo not drawn) | -6% | 9 | . | 7 | 1% | -11%[5.75 µM]
O=C(NCc1ccccn1)C(=O)Nc1cc2c3c(c1)CC(=O)N3CCC2 | . | . | 0% | . | ? | -11%
Cc1cc(C(=O)COC(=O)c2ccc[nH]c2=O)c(C)n1CCc1ccc(F)cc1 | 7% | -3 | 0% | 11 | 0% | 58%[activator]
CN(CC(=O)Nc1ccc(Cl)cc1)C(=O)c1ccc(NS(=O)(=O)c2ccc3[nH]c(=O)[nH]c3c2)cc1 | . | . | 3% | . | -11% | ?
CCCCCc1ccc(S(=O)(=O)Nc2cc(C)ccn2)cc1 | 14% | 2 | 2% | -2 | 0% | 74%[activator]
C#CCOc1ccc(C(=O)N(C)c2ccccc2I)cc1 | -1% | 15 | . | 20 | . | .
CCNC(=O)NC(=O)CSc1ccc(S(=O)(=O)N2CCCCC2)cn1 | . | . | -34% | . | ? | 5.2µM*

Among those listed so far, 4 contain a carbonyl joined to an NH by a bond outside any ring.
SMILES | Giardia FBPA inh | Shiga toxin inh | Sm TGR inh | CHX counter | Pf growth 48h | Pf growth 96h
COc1ccc(C(=O)Nc2ccnn2C2CCN(C3CCC3)CC2)cc1 | . | -10 | -2% | 5 | -1% | -5%
O=C(NCc1ccccn1)C(=O)Nc1cc2c3c(c1)CC(=O)N3CCC2 | . | . | 0% | . | ? | -11%
CN(CC(=O)Nc1ccc(Cl)cc1)C(=O)c1ccc(NS(=O)(=O)c2ccc3[nH]c(=O)[nH]c3c2)cc1 | . | . | 3% | . | -11% | ?
CCNC(=O)NC(=O)CSc1ccc(S(=O)(=O)N2CCCCC2)cn1 | . | . | -34% | . | ? | 5.2µM*

Following part
SMILES | Giardia FBPA inh | Shiga toxin inh | Sm TGR inh | CHX counter | Pf growth 48h | Pf growth 96h
CC(C)Oc1ccc(/C(O)=C2/C(=O)C(=O)N(CCCn3ccnc3)C2c2cccnc2)cc1 (stereo not drawn) | -9% | -12 | -10% | 3 | -13% | 152%[activator]
COc1cc(CC(=O)NCC(C)(C)N2CCOCC2)cc(OC)c1OC | 5% | -23 | -2% | -3 | 1% | 26%
COCCCNC(=O)c1ccccc1SC | 5% | -13 | -4% | 1 | 18% | -27%
COc1cc(-c2noc(C3CCCN(S(=O)(=O)c4cccc(Cl)c4)C3)n2)cc(OC)c1OC (stereo not drawn) | -6% | -8 | -24% | -4 | 13µM* | 3%
O=C(NCCOc1ccccc1)c1cc(S(=O)(=O)N2CCOCC2)ccc1F | . | -11 | 4% | -6 | 6% | ?
CCN=C1S/C(=C\c2cn(CC(=O)NCc3ccco3)c3ccccc23)C(=O)N1CC | 10% | 11 | -31% | 6 | ? | ?
Cc1ccc2c(c1)N1C(=O)c3ccccc3C1C1=C(CC(C)(C)CC1=O)N2 (stereo not drawn) | 7% | -6 | -7% | -1 | ? | -4%
CCOC(=O)C1C(c2ccccc2O)NC(=O)NC1(O)C(F)(F)F (stereo not drawn) | 0% | -6 | 4% | 1 | 21% | 24%
CCN1C(=O)[C@H]2[C@@H](c3ccc(-c4ccc(C(C)=O)cc4)cc3)N[C@@](Cc3ccccc3)(C(=O)OC)[C@H]2C1=O | . | . | -24% | . | 13µM* | 10µM*
CSc1ccc(-c2sc(Nc3ccccc3)n[n+]2-c2ccccc2)cc1 | 25µM* | 53* | -2% | 36* | ? | 1.9µM*
O=C(CSc1ccc([N+](=O)[O-])cn1)Nc1ccc(N2CCOCC2)cc1 | 0% | -27 | . | -1 | 14% | ?
CCCn1c(SCC(=O)NNC(=O)c2ccc(OC)cc2)nnc1C(C)C | -8% | 20 | 2% | 0 | 6% | 8%
CCOC(=O)c1c(C)[nH]c(C)c1C(=O)COC(=O)c1cccc(S(=O)(=O)NC)c1 | 6% | 19 | -5% | 12 | 4% | 25%
CC(=O)Nc1ccc(NC(=O)[C@@H]2CCCC[C@@H]2C(=O)O)cc1 | 5% | -10 | 9% | -1 | -9% | 38%[activator]
CCn1cc(CN(C)S(=O)(=O)c2ccc3ccccc3c2)c(C)n1 | 6% | -11 | 0% | -4 | -4% | -26%
COc1ccc(CCNC(=O)C2CCN(S(=O)(=O)c3ccc(F)cc3)CC2)cc1 | 10% | -12 | 8% | -1 | ? | 3%
COc1ccc(CN2CCNC(=O)C2CC(=O)NCCc2nc(C)c3c(n2)CCC3)cc1C (stereo not drawn) | -3% | -5 | ? | 9 | 0% | ?
Cc1ccc(NC(=O)C2CC(=O)n3ncnc3N2)cc1 (stereo not drawn) | -1% | -13 | -18% | -1 | 26% | .
Cc1cccc(NC(=O)c2cccc(NC(=O)c3ccccc3)c2)n1 | 9% | 8 | 1% | -3 | 0% | 13µM*
CCOc1ccc(C2C(C#N)=C(C)NC3=C2C(=O)c2ccccc23)cc1 (stereo not drawn) | -27% | -9 | -11% | -3 | . | 9.3µM*
CCC12CCCN3CCC4(C(=C(C(=O)OC)C1)Nc1ccccc14)C32 (stereo not drawn) | -2% | 17 | ? | -3 | ? | 4%
O=C(CSc1nnnn1C1CCCC1)N1CCOCC1 | 2% | 39 | . | 36* | 33%[activator] | ?
COc1ccc(OC(=O)c2ccc3nsnc3c2)cc1 | -3% | -29 | -3% | 4 | . | -22%
CCc1ccc(S(=O)(=O)NCCOc2cccc3cccnc23)cc1 | 9% | -2 | -19% | 12 | ? | ?
COc1ccccc1C1CC(c2cccs2)=Nc2ccccc2S1 (stereo not drawn) | -4% | 97* | 0% | 70* | . | 10µM*
O=Cc1ccc2cccnc2n1 | -3% | 26 | -21% | 11 | 35%[activator] | 89%[activator]
Cc1c(C(=O)O)oc2c1/C(=N\O)CC(C)(C)C2 | 15% | -5 | -2% | 0 | 7% | 8%
CCCC(=O)NC(=S)Nc1ccc(CN2CCOCC2)cc1 | 3% | 29 | 0% | 13 | 251%[activator] | ?
C=CCC1(C(C)CCC)C(=O)N=C(S)NC1=O (stereo not drawn) | -27% | . | . | . | -1% | -15%
CC1CCCN(c2ccc3nc4ccccc4c(=O)n3n2)C1 (stereo not drawn) | -28% | 13 | -6% | 2 | 138%[activator] | ?
O=C(Cc1ccccc1)NCC(=O)N1CCN(c2ccccc2)CC1 | . | -5 | -10% | -3 | 6% | -15%
COC(=O)c1cncc(C)c1 | -5% | -4 | 12% | -3 | -3% | 21%
CC(C)COCC(O)CC(Cc1ccccc1)C(=O)NN (stereo not drawn) | 2% | -5 | 14%[57.1 µM] | -2 | 19% | ?
O=S(=O)(Nc1ccc(N2CCOCC2)cc1)c1ccc2ccccc2c1 | -25% | 9 | -5% | 7 | . | 21%
CN1CCN(C(=S)NC(=O)/C=C/c2cccc3ccccc23)CC1 | -22% | 13 | ? | -1 | 4% | 13%[5.75 µM]
CC(C)(C)C(=O)Nc1ccccc1C(=O)NCCC(=O)Nc1ccccc1 | . | . | 1% | . | ? | ?
CCCCCCCSc1nc(N)cc(=O)[nH]1 | -2% | -13 | 7% | -5 | . | 7%
CCOc1ccccc1N(CC(=O)NC1CCCCC1)C(=O)c1nsc(Cl)c1Cl | 7% | 23 | 0% | -5 | ? | ?
O=C(CSc1nnc([C@@H]2CCCN2)o1)c1ccc(Cl)cc1 | -8% | 102* | -26% | 22* | 118%[activator] | 124%[activator]
CCOC(=O)C(CCCCOc1ccc([N+](=O)[O-])cc1)C(=O)OCC | -4% | -8 | 0% | 1 | 16% | ?
CC(=O)N1CCN(c2ncnc3ccccc23)CC1 | 3% | -12 | -9% | -2 | 14% | -28%
CN(C)S(=O)(=O)c1cc(NC(=O)COC(=O)CCSc2ccc(Cl)cc2)ccc1Cl | -2% | 11 | -14% | -4 | 6% | ?
O=c1[nH]c(-c2ccc(F)cc2)nc2c1sc(=S)n2-c1ccccc1 | 0% | 3 | -12% | -3 | 3% | ?
CCc1ccc(OCC(=O)N/N=C(\C)c2ccc(OC(F)F)cc2)cc1 | 3% | 31 | -12% | -1 | 18% | 2%
CC(C)(C)OC(=O)NCCCC(CCCNC(=O)OC(C)(C)C)C(=O)O | 8% | -12 | 5% | 9 | -4% | .
Cn1c(=O)n(CC(=O)O)c(=O)c2c1nc1n2CCS1 | 5%&-1% | 7&-4 | -5%&-7% | 9&9 | 23%&43% | 19%&48%
COc1ccc(CCNC(=O)/C(C#N)=C2\N=C(NC(=O)c3ccco3)c3ccccc32)cc1 | -5% | -3 | -10% | 0 | ? | ?
CSCCC(C(=O)N1C[C@]2(C)C[C@H]1CC(C)(C)C2)N1C(=O)c2ccccc2C1=O (stereo partly drawn) | 0% | -14 | -2% | -2 | ? | ?
COc1ccccc1Nc1cc(C(=O)NCCCN2CCOCC2)c2ccccc2n1 | -9% | 9 | 8% | 3 | . | 0.93µM*
COc1ccc(CC(NC(C)=O)C(=O)N2CCN(C(=O)Nc3cccc(F)c3)CC2)cc1OC (stereo not drawn) | 4% | -9 | 11% | -1 | 14% | 18%

Quoted from the listing.
CC(C)(C)OC(=O)NCCCC(CCCNC(=O)OC(C)(C)C)C(=O)O – CHX counter: 9
CN(C)S(=O)(=O)c1cc(NC(=O)COC(=O)CCSc2ccc(Cl)cc2)ccc1Cl – CHX counter: -4

Next structures
SMILES | Giardia FBPA inh | Shiga toxin inh | Sm TGR inh | CHX counter | Pf growth 48h | Pf growth 96h
CC(=O)c1cccc(NC(=O)CN2C(=O)NC(C)(c3ccc4c(c3)OCCCO4)C2=O)c1 (stereo not drawn) | . | . | -1% | . | ? | -1%
CN(/N=C/c1cc([N+](=O)[O-])ccc1O)c1ccccc1 | 10% | 17 | -6% | 22* | 34%[activator] | ?
CC(=O)c1ccc(N2CCN(c3ncc(C(F)(F)F)cc3Cl)CC2)cc1 | -2% | -7 | -12% | -2 | . | ?
CCCCn1c(-c2ccc([N+](=O)[O-])cc2)n[nH]c1=S | 3% | -9 | 5% | -2 | 41%[activator] | ?
O=C1CNC(=S)N1CCc1ccc(Cl)cc1 | 3% | -6 | -9% | -2 | 28% | 9%
CCC(C)c1ccc(OCc2ccc(C(=O)O)o2)cc1 (stereo not drawn) | 20% | 105* | -17% | 71* | 325%[activator] | -9%
CC(NC(=O)CN1CCC(C(N)=O)CC1)c1ccccc1 (stereo not drawn) | -6% | 12 | 2% | 9 | 27% | -3%
CCN(CC)S(=O)(=O)c1ccc2c(c1)nc(CCC(=O)OCC(=O)N1CCc3ccccc31)n2C | 2% | -9 | -29% | -1 | ? | 50%[activator]
CCOc1ccc2nc(SCC(=O)NC3CCCCC3)[nH]c2c1 | -8% | 44* | 4% | -3 | 15% | 7%
Cc1cc2c3c([nH]c2cc1S(=O)(=O)NCc1ccc(CN2CCCCCC2)o1)CC(C)(C)CC3=O | -23% | -7 | 0% | -6 | ? | ?
COc1ccc(C)cc1NC(=O)c1ccc(NS(=O)(=O)c2cccc3cccnc23)cc1 | -8% | 17 | 6% | 7 | ? | ?
Cc1ccc(-c2[nH]nc3c2C(c2ccccc2OC(=O)N2CCOCC2)C(C#N)=C(N)O3)cc1 (stereo not drawn) | -4% | 42 | 3% | 17 | ? | 10µM*
Cc1c(C(=O)N2CCCCCC2)c(S(=O)(=O)NCc2ccccc2Cl)c(C)n1C | 3% | -3 | -12% | 3 | ? | 25%
Cc1ccnc(NC(=O)CCCOc2ccccc2)c1 | 5% | 31 | . | 9 | 32%[activator] | ?
C/C(=C\C(=O)c1ccc(Br)cc1)NCc1ccc(C)cc1 | 1% | -6 | 7% | 6 | . | 25%

High-throughput results: PubChem, National Center for Advancing Translational Sciences (NCATS)
